# ERG Ets-DNA blk: ERG Ets/DNA interaction inhibition | P11308 | fluorescence polarization, His-ERG Ets domain / labelled DNA | Potency, µM (titrated, usually from 76.9 µM), for inactives: at the highest dose FP activity, negative = inhibition, hits mostly inhibitors | 370,000 tested, 0.028% active; active means well fitted inhibition curve with a large enough effect in the polarisation, with a control signal flat; inconclusive means small, poorly fitted or top-dose-only effect, or effect the other way, or a change in a side signal; inactive means no such curve, though single readings can be large or run the other way; the % refers to the polarisation;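 further: polarization taken with two DNA probes labelled with fluorescein and Texas red; potency means the concentration at half of the fitted maximal effect; % of control where 0% means no effect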
#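 His-tagged ERG Ets domain (1 uM in the protein solution; 300mM KCl, 50mM Tris-HCl, 1mM EDTA, 1mM DTT, pH 7.5) received compound, then a probe mix of 5 nM fluorescein-DNA and 100nM Texas-615-DNA. Fluorescence polarization was read for both dyes.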
# Vif-A3F inh: blocks the Vif interaction with APOBEC3F; HeLa A3F-eYFP + Vif (tagged APOBEC3F with the HIV-1 protein that degrades it), YFP fluorescence increase; Potency, µM (doses to about 46.1 µM), for inactives: at the top dose activity, negative = active; 390,000 tested, 0.2% active; AID 602313; further: potency means the concentration at half of the fitted maximal effect; % of control where 0% means no effect; nearly all actives have a fitted effect of over 65% in size
#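 HeLa cells stably expressing A3F-eYFP plus Vif, plated and incubated overnight at 37 deg C, then exposed to compounds overnight at 37 deg C. Blocked degradation read as raised yellow fluorescence (Ex 488/Em 500-530).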
# LDHA inh: blocks human lactate dehydrogenase A; purified LDHA, NADH/diaphorase-resazurin fluorescence; hits give low values; 480,000 tested, 0.15% active; activity change, % (values are at about 110 or 230 µM); AID 1347041; in the data active means activity change below about -30%; inconclusive means mostly about -25% to -30%;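 further: plate controls were DMSO wells for no effect and wells without enzyme for full effect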
#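 LDH5 2 nM; NADH 0.06 mM, pyruvate 0.2 mM; 200 mM Tris pH 7.4, EDTA, Tween-20; 5 min RT. Detection: diaphorase 0.133 mg/mL + resazurin 37 µM, fluorescence ex540/em590 at 0 and 20 min; normalized to enzyme-free and DMSO wells.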
# Glioma ERSR ind: induces the endoplasmic reticulum stress response in human glioma cells. U87-MG GRP78 promoter luciferase reporter, 16 h. Potency, µM, inactives show top-dose activation, most hits filed as activators. 420,000 tested, 0.02% active; further: potency means the concentration at half of the fitted maximal effect; series mostly up to about 76 µM; % of control where 0% means no effect; nearly all actives have a fitted effect of over 35% in size
#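 Stably transfected U87-MG glioma cells carrying a GRP78-based luciferase sensor; 16 h compound incubation. Luminescence end-point read 10 min after Bright-Glo addition at room temperature.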
# D2 antagonist: D2 dopamine receptor (human) antagonism | HEK293 TREx D2 cells, calcium flux, dopamine EC80 | P14416 | 340,000 tested, 2% active | inhibition, % at 10 µM; in the data active means inhibition above about 30%; further: 0% is about no effect
#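 Cells plated overnight at 30 C with tetracycline; no-wash calcium dye, 30–90 min RT; 10 s baseline; compound pinned; 180 s read; EC80 dopamine added; another 180 s read.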
# 12-LOX inh: inhibitors of human 12S-lipoxygenase ALOX12 | Potency, µM (titrated, usually from 108 µM), inactives show at the highest dose activity change, negative = inhibition, most hits filed as inhibitors | P18054 | purified 12hLO, xylenol orange hydroperoxide absorbance | 580,000 tested, 1.1% active; further: potency means the concentration at half of the fitted maximal effect; on the % scale 0 is the no-effect control and ±100 the full control effect
# Target sequence (P18054 whole entry, looked up): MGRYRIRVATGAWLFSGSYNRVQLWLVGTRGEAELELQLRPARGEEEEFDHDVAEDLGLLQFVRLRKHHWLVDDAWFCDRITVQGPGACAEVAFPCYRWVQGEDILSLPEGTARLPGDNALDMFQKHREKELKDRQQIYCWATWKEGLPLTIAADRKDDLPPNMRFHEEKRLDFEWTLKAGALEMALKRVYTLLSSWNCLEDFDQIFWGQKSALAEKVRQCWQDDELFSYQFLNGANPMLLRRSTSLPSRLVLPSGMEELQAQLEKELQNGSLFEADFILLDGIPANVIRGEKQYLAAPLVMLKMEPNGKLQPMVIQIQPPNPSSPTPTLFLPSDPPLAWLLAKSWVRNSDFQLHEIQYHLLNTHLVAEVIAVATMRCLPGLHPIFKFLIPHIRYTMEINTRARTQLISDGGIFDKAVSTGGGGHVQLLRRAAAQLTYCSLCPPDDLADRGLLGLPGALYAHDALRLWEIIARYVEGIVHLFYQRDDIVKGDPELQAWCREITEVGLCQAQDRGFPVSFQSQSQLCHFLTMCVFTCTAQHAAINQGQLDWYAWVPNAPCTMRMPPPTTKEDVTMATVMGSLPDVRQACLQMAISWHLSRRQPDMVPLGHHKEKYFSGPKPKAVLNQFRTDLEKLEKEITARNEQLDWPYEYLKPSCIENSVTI
#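 Hydroperoxide product was detected by ferrous iron/xylenol orange as the 573 to 405 nm absorbance ratio. Arachidonic acid at 40 uM (final) was turned over for 30 min at room temperature by 150 nM human 12hLO, pH 7.0 Hepes buffer, after 15 min compound preincubation.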
# Vif-A3G inh: inhibitors of Vif-APOBEC3G interaction; HeLa A3G-eYFP + Vif (tagged APOBEC3G with the HIV-1 protein that degrades it), YFP fluorescence, overnight; Potency, µM (top dose mostly 46.1 µM), without a hit: at the highest dose activity, negative = active, most hits filed as inhibitors; 410,000 tested, 0.076% active; AID 602310;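 further: potency means the concentration at half of the fitted maximal effect; on the % scale 0 is the no-effect control and ±100 the full control effect; nearly all actives have a fitted effect of over 60% in size; hits raise eYFP signal because A3G escapes Vif-driven loss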
# Target sequence (Q9HC16 whole entry, looked up): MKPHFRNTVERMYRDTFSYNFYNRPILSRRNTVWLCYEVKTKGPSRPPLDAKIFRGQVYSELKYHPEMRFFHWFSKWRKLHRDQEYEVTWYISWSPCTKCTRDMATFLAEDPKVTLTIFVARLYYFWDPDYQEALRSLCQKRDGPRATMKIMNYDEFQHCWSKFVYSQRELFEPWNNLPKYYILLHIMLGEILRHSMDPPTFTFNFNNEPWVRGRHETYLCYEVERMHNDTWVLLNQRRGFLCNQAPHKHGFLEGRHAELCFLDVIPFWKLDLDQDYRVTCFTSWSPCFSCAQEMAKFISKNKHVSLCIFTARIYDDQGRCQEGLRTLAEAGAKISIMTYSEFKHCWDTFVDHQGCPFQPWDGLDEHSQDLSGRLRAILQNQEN
#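 Read-out is eYFP fluorescence (Ex 488/Em 500-530) from Vif-expressing HeLa A3G-eYFP cells; more signal means A3G escaped Vif-mediated degradation. Cells plated overnight, compound pinned in, incubated overnight at 37 deg C.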
# RGS4 inh: blocks human RGS4-accelerated GTP hydrolysis; Transcreener GDP fluorescence polarization, RGS4-accelerated GTP hydrolysis; AID 504845; P49798; Potency, µM (titrated, usually from 114 µM), inactives show at the highest dose activity change, negative = inhibition, actives largely listed as inhibitors; 390,000 tested, 0.039% active; further: potency means the concentration at half of the fitted maximal effect; on the % scale 0 is the no-effect control and ±100 the full control effect; nearly all actives have a fitted effect of over 75% in size; some results filed as inactive show a strong effect at the top dose
#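 MLSMR compounds (23 nl, pin-transferred) preincubated 10 min at room temperature with a 500nM (2x) first reagent, then RGS4 at 900nM (2x) plus Transcreener GDP mix added; fluorescence polarization (620/688 nm) read before and after 90 min at 30 °C.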
# D2 ag: activates the human D2 dopamine receptor; P14416; HEK293 T-REx D2 cells, calcium flux agonist mode; activation, % at 2 µM; 340,000 tested, 0.53% active;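 active means activation over 3 SD above normal in the single-dose calcium agonist read, cut at about 30% in these data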; further: 0% is about no effect
#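 Tetracycline-induced HEK293 Trex cells with D2 receptor force-coupled to calcium signaling, plated overnight at 30 C and loaded with no-wash calcium dye. Calcium flux read kinetically for 180 s after compound addition; responses flag agonists.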
# * hit, by the source's call; ? = inconclusive; . = not tested or not shown; & = joins results of further samples; [ ] = dose if it differs, or a comment. Unless noted, the call rests on the fitted dose curve; in most records, active means well fitted curve in the direction sought with a large enough effect; inconclusive means small, poorly fitted or top-dose-only effect, or another doubt; inactive means no such curve, though single readings can be large; an effect the other way counts as inactive or inconclusive. A portion of the library. The share of hits here may be higher or lower than overall.
# Value order: ERG Ets-DNA blk	Vif-A3F inh	LDHA inh	Glioma ERSR ind	D2 antagonist	12-LOX inh	Vif-A3G inh	RGS4 inh	D2 ag
COc1ccc(NC(=O)Cn2c(=O)n(C(C)C)c(=O)c3oc4ccccc4c32)cc1Cl
→ -3.8%	0.4%	2.7	-2.8%	.	-21.3%	2.9%	-0.3%	0.5
COc1ccccc1OCC(O)CN1CCN(C(=O)c2ccccc2)CC1 (stereo not given)
→ 8.3%	8.3%	-1.3	0.5%	2.9	?	2.2%	28.2%	32.5*
c1ccc2oc(-c3ccc(Nc4nc(N5CCOCC5)nc(N5CCOCC5)n4)cc3)nc2c1
→ -2.4%	-9.8%	-5.2	-8.9%	.	-3.1%	-1.6%	21.9%	.
Cc1cccc(C(=O)N/N=C/c2ccc(OCC(=O)N3CCCCC3)cc2)c1
→ .	-3.8%	0.1	-0.6%	15.2	10.1%	-1.6%	20.0%	-0.8
CCCOc1ccc(-c2cc(C(F)(F)F)c(C#N)c(SCCC(=O)O)n2)cc1
→ -14.3%	-2.8%	-10.0	?	.	-29.4%	-5.7%	-51.6%	-0.1
COc1ccc(C(=O)N2CCCC(Nc3ccc(F)cc3)C2)c(OC)c1 (stereo not given)
→ -12.1%	-10.1%	1.2	-2.7%	-3.7	310.3%&37.8%[activator]	2.1%	13.0%	0.3
Cc1csc(SCC(=O)O)n1
→ -4.8%	-6.2%	-7.6&5.5	-4.7%	8.5	?	0.1%	20.0%	0.3
CC(=O)/C(C=Nc1noc(C)c1Br)=C(\C)O
→ -10.0%	9.5%	1.7	1.1%	6.4	25.3%	-6.1%	-14.8%	-1.0
O=C(CCNC(=O)N1CC(=O)Nc2ccccc21)Nc1cccc(Cl)c1
→ -14.7%	0.5%	-1.1&2.0	-5.6%	-0.1	14.9%&9.6%	0.7%	23.4%[11.4 µM]	-1.5
Cc1cccc(OCCOCCn2c(-c3ccc(Cl)cc3)nc3ccccc3c2=O)c1C
→ -1.8%	-3.1%	-6.5	0.9%	.	?	4.1%	-7.6%	1.5
Cc1cccc(N2CCN(c3ccc(C(=O)O)cc3NC(=O)c3ccccc3F)CC2C)c1 (stereo not given)
→ 2.8%	-0.4%	-1.4	-1.4%	.	50.1µM*	3.0%	6.9%	-0.4
N#Cc1c(F)cccc1N1CCC(C#N)CC1
→ 1.2%	-2.6%	-11.2	-2.6%	-4.0	?	-10.1%	15.2%	0.3
COc1cccc(C(=O)Nc2ccccc2SCc2cc(=O)c3cccc(C)c3[nH]2)c1
→ -11.0%	1.3%	-3.9	-3.2%	.	-9.6%	0.4%	-10.3%	0.1
Cc1cc(Sc2nc(N)ncc2[N+](=O)[O-])ncn1
→ -2.6%	2.4%	-3.4	-15.6%	18.3	-16.1%	3.4%	-10.2%	-0.2
Cc1ccc(CS/C(Nc2ccccc2C)=C(\C#N)C(N)=O)c(C)c1
→ -2.8%	-2.8%	-1.4	-2.9%	10.9	?	-0.2%	-5.0%	-0.3
O=C(NC1CCCC1)c1cc(-c2ccccc2)nc2ccccc12
→ -11.2%	5.2%	-1.8	-3.0%	-0.7	14.5%	-1.0%	-15.7%	0.0
C/C=C/c1ccc(OCCCCNCc2ccco2)c(OC)c1
→ 12.8%	?	-4.9	-5.0%	-7.7	-27.6%	-1.5%	5.6%	-0.2
Cc1cc(Br)ccc1OCc1nnc(-c2ccccc2)o1
→ -19.1%	0.6%	-0.3	5.5%	.	?	-0.9%	-2.3%	.
CCOc1cc(NC(=O)C2CC2)c(OCC)cc1NC(=O)CCn1nnc2ccccc21
→ -5.7%	0.8%	3.2	-3.5%	2.3	-15.3%	-3.9%	-3.7%	0.5
CCN1CCN(C(=S)Nc2ccc([N+](=O)[O-])cc2)CC1
→ 10.0%	-2.7%	7.9	6.6%	-27.8	-24.3%	0.0%	-52.7%	0.7
CCOc1ccc(CC2S/C(=N/c3ccccn3)NC2=O)cc1 (stereo not given)
→ .	0.7%	0.0	-0.4%	3.7	21.2%	0.7%	1.3%	0.7
O=C(NC1CCCCC1)C1CCN(S(=O)(=O)c2cccc3cccnc23)CC1
→ 3.3%	-8.3%	-3.4	-7.0%	-0.8	-22.9%	4.9%	2.6%	-0.2
O=C(NC(=S)Nc1ccc(NC(=O)c2cccs2)cc1)c1ccc([N+](=O)[O-])cc1
→ 5.1%	1.4%	3.1	-0.9%	-6.6	9.2%	0.5%	-9.9%	-0.2
NNC(=O)c1cc(-c2ccc(O)cc2)nc2ccc(Br)cc12
→ 7.1%	?	-0.3	-2.5%	-6.0	-17.1%	3.1%	-2.7%	-1.4
COc1ccc(NC(=O)c2cc(-c3ccc4c(c3)OCO4)on2)cc1OC
→ -8.8%	-5.7%	-3.0	-4.8%	15.3	4.1%	1.1%	2.2%	0.3
C/C(=N\O)C(=O)NCCN(C)C
→ 12.0%	-3.6%	-8.1	-2.7%	3.7	?	-1.1%	14.6%	0.5
Cc1ccc(C)c(NC(=O)CSc2ncc3c(n2)-c2ccc(Cl)cc2N(C)S3(=O)=O)c1
→ 1.7%	?	3.5	-2.3%	.	-18.8%	-0.7%	-3.5%	0.1
COc1ccc(/C=C/C(=O)N2CCNC(=O)C2)c(OC)c1
→ 5.5%	-6.7%	0.0	2.7%	6.7	-5.8%	0.7%	19.3%	0.0
CCc1nnc(NS(=O)(=O)c2ccc(NC(=O)c3ccc(C#N)cc3)cc2)s1
→ -7.7%	12.7%	-5.3	-0.7%	-1.7	-5.5%	1.6%	1.2%	-0.3
Cc1[nH]c2c(C(=O)N3CCCC(CCC(=O)NCc4ccccc4F)C3)cccc2c1C (stereo not given)
→ 0.0%	-24.9%	1.7	0.4%	-3.3	494.1%[activator]	?	-39.2%	-0.5

# By substructure: the compounds so far with a furan ring, fused or not.
# Value order: ERG Ets-DNA blk	Vif-A3F inh	LDHA inh	Glioma ERSR ind	D2 antagonist	12-LOX inh	Vif-A3G inh	RGS4 inh	D2 ag
COc1ccc(NC(=O)Cn2c(=O)n(C(C)C)c(=O)c3oc4ccccc4c32)cc1Cl
→ -3.8%	0.4%	2.7	-2.8%	.	-21.3%	2.9%	-0.3%	0.5
C/C=C/c1ccc(OCCCCNCc2ccco2)c(OC)c1
→ 12.8%	?	-4.9	-5.0%	-7.7	-27.6%	-1.5%	5.6%	-0.2

# More structures follow.
# Value order: ERG Ets-DNA blk	Vif-A3F inh	LDHA inh	Glioma ERSR ind	D2 antagonist	12-LOX inh	Vif-A3G inh	RGS4 inh	D2 ag
CC(C)c1ccc(N(CC(=O)NCCSCc2ccco2)S(C)(=O)=O)cc1
→ 3.7%	4.2%	-1.4	0.7%	-10.3	?	-0.6%	-32.7%	-0.5
CCOc1ccccc1NC(=O)CCS(=O)(=O)c1ccc2c(c1)oc(=O)n2C
→ -1.5%	-1.9%	0.4	-2.2%	.	-10.1%	-0.4%	-9.2%	0.1
COc1ccc(N/C=C/C(=O)c2ccc(OC)c(OC)c2)cc1
→ -5.4%	-9.8%	2.7	3.6%	-1.5	?	0.4%	-18.7%	-2.4
Cc1ccc2nc(SCC(=O)N3CCN(C(=O)c4ccco4)CC3)[nH]c2c1
→ 4.9%	2.8%	4.6	1.2%	5.0	-16.6%	1.2%	-38.2%	-0.6
Cc1cccc(CCN2C(Nc3ccccc3)=NC[C@@H]2C)c1
→ -2.1%	0.3%	-14.8	-3.6%	27.5	?	0.5%	0.2%	19.6
Cc1sc2nc(CSCC(=O)NC(C)(C)C)[nH]c(=O)c2c1C
→ 6.1%	-4.7%	-8.3	-1.1%	-12.7	469.5%[activator]	-7.0%	7.2%	2.2
CCOC(=O)c1ccc(NC(=O)CN2C(=O)C(=O)N(CC(C)C)C2=O)cc1
→ -17.9%	3.0%	0.4	-6.2%	-4.2	?	1.7%	13.7%	-0.8
CCCCOC(=O)Nc1ccccc1C(N)=O
→ 1.8%	2.0%	-12.9	2.2%	10.5	0.7%	-7.4%	-7.2%	-1.2
CCC(C)C(NC(=O)C1CCC(C)CC1)C(=O)NCCc1ccc(S(N)(=O)=O)cc1 (stereo not given)
→ 4.8%	11.6%	-4.9	-5.0%	17.1	0.0%	-3.0%	13.0%	0.3
COC(=O)c1cc(CSC(=N)N)ccc1OCCC(C)C
→ 7.1%	-13.5%	-2.8	-8.3%	9.8	?	2.5%	-30.7%	4.5
CC1(c2ccccc2)CC(c2ccccc2)=Nc2ccccc2N1 (stereo not given)
→ 2.7%	-3.0%	8.3	-4.3%	.	.	-6.0%	-38.6%	.
Cc1nn(S(=O)(=O)c2ccc(C(C)C)cc2)c(C)c1S(=O)(=O)N1CCOCC1
→ 1.5%	-2.2%	0.4	-3.0%	.	?	0.1%	-17.4%	.
COC(=O)c1ccccc1NC(=O)NCc1ccccn1
→ 5.5%	-1.0%	-4.1	-3.3%	7.4	-4.2%	0.0%	2.5%[11.4 µM]	-4.6
COc1cc(OC)c(C2C(C(=O)Nc3ccccc3)=C(C)Nc3ncnn32)cc1OC (stereo not given)
→ 3.5%&0.4%	-1.9%&1.8%	6.0&8.9	-5.0%&-1.8%	6.1	-23.0%&-16.2%	-2.2%&-0.3%	-28.5%	-0.5

# Source: PubChem (National Center for Advancing Translational Sciences (NCATS))
